# Screens as filed in PubChem.
# p53 reactivator: mutant p53 re-activation in reporter cells; Potency, µM (top dose mostly 92.2 µM), inactives show top-dose activity change, positive = activation, most hits filed as activators; H1299 p53-A138V BP100-luciferase reporter, luminescence, 24 h; hit rate 0.063% among 320,000; AID 504706; note: potency is the fitted concentration of half-maximal effect; % of control where 0% means no effect; nearly all actives have a fitted effect of over 45% in size
#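 p53-null H1299 cells stably carrying temperature-sensitive p53-A138V and a BP100-luciferase reporter were pinned with compounds (4-point, 1:5 series) and held 24 hrs at 37 deg C. Luminescence was read 10 min after detection reagent.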
# BRCA1 expr act: activators of BRCA1 expression. MCF7-BRCA1-FFLuc reporter, luminescence, 48 h; response scale: scaled: vehicle 0%, 10 µM genistein 100%. hit rate 1.1% among 380,000. Potency, µM (highest dose often 46.1 µM), for inactives: at the top dose activation, actives largely listed as activators; note: potency is the fitted concentration of half-maximal effect; nearly all actives have a fitted effect of over 80% in size; some results filed as inactive show a strong effect at the top dose
#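 Compounds are tested at multiple concentrations on MCF7 BRCA1-luciferase reporter cells seeded at 2000 per well; after 48 h, a single luminescence end-point is taken and curves fitted to the normalized data.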
# PTAP TSG101 blk: blocks PTAP/TSG101 interaction to inhibit HIV-1 budding; Q99816; Fluorescence polarization, FITC-PTAP peptide / Tsg101 binding; Potency, µM (titrated, usually from 115 µM), inactives show top-dose activity change, negative = inhibition, usual class: inhibitors; 340,000 tested, under 10 active; active = well fitted inhibition curve with a large enough effect in the main read-out, with a control signal flat, not every such curve was filed as active; inconclusive = small, poorly fitted or top-dose-only effect, or effect the other way, or a change in a side signal; inactive = no such curve, though single readings can be large or run the other way; note: potency is the fitted concentration of half-maximal effect; % of control where 0% means no effect
# Target sequence (Q99816 whole entry, looked up): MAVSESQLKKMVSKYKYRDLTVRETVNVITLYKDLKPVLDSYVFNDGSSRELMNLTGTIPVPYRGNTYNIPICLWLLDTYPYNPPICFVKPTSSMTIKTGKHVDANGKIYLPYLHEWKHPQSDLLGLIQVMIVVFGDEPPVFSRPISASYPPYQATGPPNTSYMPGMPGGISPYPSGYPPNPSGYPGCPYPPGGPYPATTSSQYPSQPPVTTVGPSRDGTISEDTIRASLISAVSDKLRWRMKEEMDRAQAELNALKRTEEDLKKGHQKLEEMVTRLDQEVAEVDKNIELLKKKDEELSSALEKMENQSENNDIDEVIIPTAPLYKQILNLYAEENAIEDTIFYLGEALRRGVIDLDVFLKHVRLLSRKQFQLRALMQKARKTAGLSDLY
#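 Fluorescence anisotropy tracks displacement of a FITC-tagged PTAP peptide (50 nM) from the Tsg101 binding domain (10 uM), following a 20 min room-temperature incubation at pH 7.5.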
# TRPV1 agonist: agonists of human vanilloid receptor 1 (TRPV1); Q8NER1; hit rate 0.19% among 320,000; TRPV1-expressing cells, Fluo-8 calcium influx, agonist mode; activation, % at 8.33 µM; in the data active = activation above about 80%; inconclusive = between about 30% and that limit; note: 0% is about no effect
#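 TRPV1-expressing cells were cultured overnight at 35.5C and loaded with Fluo-8 calcium dye for 40 to 90 min at room temperature. After a 10 s baseline, compound was added and calcium influx was read kinetically for 3 min (ex 480/em 520 nm).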
# B2AR arrestin: agonists driving beta-arrestin recruitment to human beta2-adrenergic receptor; AID 492947; Potency, µM (highest dose often 46.1 µM), for inactives: at the top dose activation, hits mostly activators; hit rate 0.02% among 330,000; beta-arrestin recruitment to beta2AR, cell-based reporter;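 note: potency is the fitted concentration of half-maximal effect; 0% = DMSO controls and full agonism = EC100 isoproterenol or metaproterenol; nearly all actives have a fitted effect of over 65% in size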
# Target sequence (P07550 whole entry, looked up): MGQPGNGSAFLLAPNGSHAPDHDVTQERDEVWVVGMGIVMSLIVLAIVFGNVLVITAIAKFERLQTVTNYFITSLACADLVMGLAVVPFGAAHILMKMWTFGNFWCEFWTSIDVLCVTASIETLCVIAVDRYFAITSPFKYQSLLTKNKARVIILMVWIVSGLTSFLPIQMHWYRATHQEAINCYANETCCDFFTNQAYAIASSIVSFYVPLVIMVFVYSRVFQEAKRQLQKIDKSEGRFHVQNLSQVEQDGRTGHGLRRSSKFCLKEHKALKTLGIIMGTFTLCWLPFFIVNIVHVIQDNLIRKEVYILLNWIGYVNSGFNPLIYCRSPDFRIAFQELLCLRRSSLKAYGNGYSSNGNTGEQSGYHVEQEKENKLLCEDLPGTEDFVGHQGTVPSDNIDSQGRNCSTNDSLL
# Integrin act MD: activators of alpha7 integrin expression for muscular dystrophy; alpha7betagal myoblasts, beta-gal FDG fluorescence, 48 h; Potency, µM (series often up to 38.3 µM), without a hit: at the top dose activation, hits mostly activators; hit rate 0.064% among 350,000;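 note: potency is the fitted concentration of half-maximal effect; 100% = response of the positive control SU9516; nearly all actives have a fitted effect of over 60% in size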
#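 alpha7betagal+/- myoblasts (passage 13, 250/well) treated 48 h at 37C with compounds at 1:260 dilution of DMSO stock. Lysed, then beta-galactosidase activity read as FDG fluorescence (ex 480/em 540) after 30 min, with pre-read for autofluorescence.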
# AT treatment: potential ataxia-telangiectasia treatments restoring KAP-1 phosphorylation; Potency, µM (titrated, usually from 57.5 µM), for the others: at the highest dose activation, actives largely listed as activators; hit rate 0.19% among 320,000; […] A-T fibroblasts, KAP-1 phosphorylation AlphaLISA; neocarzinostatin DNA damage 30 min before lysis; note: potency is the fitted concentration of half-maximal effect; % of control where 0% means no effect; nearly all actives have a fitted effect of over 45% in size
#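 hTERT-immortalized A-T patient fibroblasts ([…]), 500 cells/well in OPTI-MEM, 1% FBS, got compounds for 60 min, then NCS for 30 min at 37C. Lysates were then assayed for phospho-KAP-1 by AlphaLISA (anti-pKAP1 donor, anti-KAP1 acceptor beads), 6 hr at 25C.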
# ELG1 repair inh: blocks ELG1-dependent DNA repair in HEK293T cells; HEK293T ELG1-luciferase reporter, luminescence, 16 h; DNA damage induced by 5-fluorouridine; Potency, µM (series often up to 46.1 µM), without a hit: at the top dose activity change, negative = inhibition, hits mostly inhibitors; hit rate 2.3% among 330,000; note: potency is the fitted concentration of half-maximal effect; % is set by controls: 0 for no effect and ±100 for the full control effect; nearly all actives have a fitted effect of over 55% in size
#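 HEK293T cells expressing luciferase-tagged ELG1 (2,000/well) received 5-Fluorouridine plus compound or DMSO for 16 hr at 37 °C. Luciferase was read by ONE-Glo luminescence after 30 min at room temperature.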
# TCR act: activators of T cell receptors | primary human leukocytes, anti-CD3, IL-2 HTRF, 48 h | Potency, µM (doses to about 9.22 µM), without a hit: at the top dose activation of IL-2 secretion, most hits filed as activators | 330,000 tested, under 10 active | AID 504894; note: % of control where 0% means no effect
#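 48 hr co-incubation of compounds, a-CD3 beads and primary human leukocytes; IL-2 quantified homogeneously by HTRF with anti-IL-2 K and d2 conjugates.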
# CXXC DNA block: inhibitors of human MLL CXXC domain-DNA interaction. Q03164. MLL-CXXC / FITC-HOXA9 DNA fluorescence polarization. hit rate 0.037% among 290,000. AID 2662. Potency, µM (series often up to 115 µM), inactives show at the highest dose activity change, negative = inhibition, most hits filed as inhibitors; active = well fitted inhibition curve with a large enough effect in the polarisation, with a control signal flat, not every such curve was filed as active; inconclusive = small, poorly fitted or top-dose-only effect, or effect the other way, or a change in a side signal; inactive = no such curve, though single readings can be large or run the other way; the % refers to the polarisation; note: potency is the fitted concentration of half-maximal effect
#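 Steps: dispense CXXC domain solution (7 uM) → pin compounds or unlabeled HOX-A9 DNA control → 5 min ambient → add FLSN-HOX-A9 solution (50 nM) → spin → 30 min ambient → fluorescence polarization. Tris pH 7.5/NaCl/DTT/BSA buffer.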
# Active calls of the source: *; ? = inconclusive; / = no result given; [ ] = another dose, or the depositor's remark. Unless noted, calls come from the whole dose curve; as a rule, active = well fitted curve in the direction sought with a large enough effect; inconclusive = small, poorly fitted or top-dose-only effect, or another doubt; inactive = no such curve, though single readings can be large; an effect the other way counts as inactive or inconclusive.
SMILES	Integrin act MD	TCR act	ELG1 repair inh	B2AR arrestin	TRPV1 agonist	BRCA1 expr act	p53 reactivator	AT treatment	PTAP TSG101 blk	CXXC DNA block
CN(C)CCNC(=O)C(=O)NCC1OCCN1S(=O)(=O)c1ccc([N+](=O)[O-])cc1 (stereo not given)	-43%	0%[46.1 µM]	18%	-0.4%	-1	-22%	-12%	-4%	-2%	-3%
CCOc1ncccc1C(=O)OCC(=O)Nc1ccc(C)c(S(=O)(=O)N2CCOCC2)c1	25%	2%[46.1 µM]	-17%	2.8%	0	-2%	0%	0%	-8%	13%
O=C(O)CC/C(=N\Nc1ccc(Cl)cc1)c1cccs1	?	-2%	12%	0.2%	24	-47%	0%	5%	-2%	-4%
O=C(c1ccc(Cn2cc(Br)cn2)o1)N1N=C(C(F)F)CC1(O)C(F)F (stereo not given)	-5%	4%	-22%	-0.1%	-3	5%	-2%	-1%	-6%	1%
COc1ccc(-n2ccc(-c3nn(-c4cccc(C(F)(F)F)c4)ccc3=O)n2)cc1	-20%	-9%	8.2µM*	-1.4%	25	-23%	-9%	6%	-3%	-2%
Cc1ccc(CC(=O)Nc2ccc(F)c([N+](=O)[O-])c2)cc1C	16%	1%	4%	0.0%	13	-36%	1%	1%	-4%	-11%
COC(=O)c1c[nH]n2c(=O)c(Cl)c(C)nc12	36%	6%	?	9.2%	2	43%	?	2%	-3%	6%
Cc1ccc(Sc2c(C)[nH]n(C(C)(C)C)c2=O)cc1	24%[7.66 µM]	-2%	-3%	-0.1%	2	-6%	6%	4%	-1%	-14%
N#Cc1c(-c2ccc(Br)cc2)cc(-c2cccnc2)nc1N	25%	0%[46.1 µM]	0%	-0.6%	0	-44%	-2%	1%	-9%	3%
O=C(NCc1ccc(Cl)cc1)c1cccc(S(=O)(=O)N2CCCC2)c1	-3%	-6%	?	0.2%	17	-34%	-1%	14%	-7%	/
O=c1c2ccccc2c(-c2ccccc2)nn1Cc1ccc(Cl)cc1	-12%	1%	-10%	-0.1%	17	10%	3%	6%	2%	2%
CC(Sc1nc2ccccc2[nH]1)C(=O)Nc1ccc2c(c1)OCCO2 (stereo not given)	-23%	-22%	5%	0.1%	?	-1%	-4%	3%	1%	-8%
O=c1c2ccccc2oc2nc3n(c(=O)c12)CCCS3	3%	-6%	0%	-1.0%	-3	10%	6%	9%	-4%	-10%
Cc1ccccc1NC(=O)Cc1nc(COC(=O)c2ccc(C(F)(F)F)cc2)cs1	15%	/	3%	-0.3%	10	3%	5%	2%	-1%	/
COC(/C=C/Nc1ccc(Br)cc1)=C(C#N)C#N	8%	/	?	0.2%	-3	-11%	-4%	6%	-6%	-2%
COc1cc(C2OC(c3cc(OC)c(OC)c(OC)c3)C(C)C2C)cc(OC)c1OC (stereo not given)	20%	-11%	-5%	0.5%	-3	-10%	-4%	-11%	-5%	26%
Cc1cc(C)n(CC(=O)Nc2ccc(N3CCOCC3)c(Cl)c2)c(=O)c1C#N	-27%	-2%	-6%	-0.3%	-5	-5%	-6%	-2%	0%	11%
CCCCN(C(=O)c1ccccc1Br)C1CCS(=O)(=O)C1 (stereo not given)	-1%	1%	-1%	-0.2%	0	-13%	1%	1%	-3%	/
COc1cccc(-n2ccnc2SCC(=O)Nc2ccccc2)c1	-45%	3%	0%	0.7%	?	1%	-16%	-1%	0%	1%
COc1ccc([N+](=O)[O-])cc1NC(=O)c1ccco1	?	-2%	0%	0.2%	2	-58%	-5%	5%[11.5 µM]	0%	0%
N#C/C(=C\c1ccc(-c2ccc([N+](=O)[O-])cc2Br)o1)C(=O)N1CCN(c2ccccc2)CC1	36%	3%[46.1 µM]	-1%	-2.1%	3	9%	-3%	-8%	-8%	5%
O=C(CCNC(=O)c1ccc([N+](=O)[O-])cc1)NCCc1ccc(Cl)cc1	0%	-2%	10%	0.4%	0	-1%	3%	-3%	-1%	19%
COc1ccc(-c2nc(CS(=O)CC(=O)NCc3ccc4c(c3)OCO4)c(C)o2)cc1 (stereo not given)	-10%	-6%	?	0.2%	/	-1%	-2%	16%	1%	-4%
CC1N(C)c2cc(NC(=O)c3ccco3)ccc2C1(C)C (stereo not given)	-50%[inhibitor]	1%	?	-1.2%	?	21%	?	1%	-4%	-2%
COc1cccc(NS(=O)(=O)c2cc3c(cc2C)NC(=O)CO3)c1	5%	-4%	0%	3.0%	1	-4%	/	9%	-8%	/
CC(C)(C)OC(=O)NCCCCCNC(=O)c1[nH]cnc1C(=O)NC1CCN(C(=O)OC(C)(C)C)CC1	-30%	-3%	?	0.4%	17	-8%	4%	7%	/	/
O=C(NCCO)NC(=S)c1ccccc1	-16%	0%	-2%	0.1%	-2	-8%	6%	1%	-7%	6%
CCOC(=O)c1cc(CC)sc1/N=C/C1=C(O)CC(C)(C)CC1=O	15%	3%[46.1 µM]	6%	3.3%	7	1%	3%	0%	-2%	3%
CCOc1ccccc1C(=O)OCC(=O)NCC1CCCCC1	8%	-1%	3%	0.5%	26	-6%	-2%	1%	-5%	/
O=c1c(-c2ccc3c(c2)OCCO3)c(C(F)(F)F)oc2cc(O)cc(O)c12	1%	-3%	-26%	-0.2%	-1	-38%	-9%	0%	-6%	-3%
CCCc1cc(=O)[nH]c(SCC(=O)Nc2cc(S(=O)(=O)N3CCCCC3)ccc2C)n1	7%	-1%	6%	-0.3%	1	-22%	-7%	-2%	0%	/
Cc1ccccc1Nc1c(N)c(=O)oc2ccccc12	26%	0%	?	-0.1%	3	-1%	-4%	2%	-4%	13%
CCOC(=O)C1CCCN(S(=O)(=O)c2cc3[nH]c(=O)c(=O)[nH]c3cc2C)C1 (stereo not given)	10%	-5%	6%	0.0%	1	-4%	/	-2%	-6%	/
O=C(COc1ccc(Cl)cc1Cl)NC(=O)NC1CCCC1	-16%	7%	?	-0.2%	-2	4µM*	?	3%	-11%	/
COc1cccc(C(O)c2nccn2Cc2ccccc2)c1OC (stereo not given)	7%	3%	-2%	-0.7%	0	1%	-4%	0%	-1%	1%
Cc1ccc(Cn2nnc3c(=O)[nH]c(C4CCN(S(=O)(=O)c5ccccc5)CC4)nc32)cc1	-2%	3%	1%	-0.8%	1	8%	4%	-1%	-6%	4%
Cc1ccc(N(Cc2ccc(C(=O)Nc3ccccc3C(=O)NCc3ccco3)cc2)S(C)(=O)=O)cc1C	15%	-2%	4.6µM*	9.4%	2	-33%	-3%	-2%	-2%	19%
O=C(NC1CCCCC1)C(c1ccncc1)N(C(=O)Cn1nnc(-c2cccs2)n1)C1CCCC1 (stereo not given)	-18%	0%[46.1 µM]	8%	-0.1%	2	3%	5%	-1%	-3%	16%
COC(=O)c1c(C)[nH]c(C(=O)/C=C/c2cccc(Cl)c2)c1C	-38%	-1%[46.1 µM]	?	3.4%	5	43%	?	7%	0%	9%
CCOc1ccccc1C(=O)OCC(=O)Nc1ccc(N2CCCCC2)cc1	-17%	/	4%	0.3%	0	56%	5%	3%	-15%	14%
CCCCCCOc1ccc(NC(=O)CC2C(=O)N(CC)C(=S)N2Cc2ccco2)cc1 (stereo not given)	-56%[inhibitor]	4%[46.1 µM]	?	3.8%	1	-94%[inhibitor]	-10%	2%	0%	-2%
CCS(=O)(=O)Nc1c(C(=O)OC)[nH]c2ccccc12	22%	-1%	2%	-0.4%	-3	8%	3%	-2%	-6%	0%
COc1ccc(-c2nnc(SCC(=O)NCc3cccs3)n2C(C)C)cc1	-54%[inhibitor]	-3%	-8%	0.1%	-2	-13%	-2%	2%	-3%	2%
CCOC(=O)N1CCN(C(=O)c2ccc3c(c2)N(Cc2ccc(C)cc2)CCS3)CC1	-31%	-2%	?	-0.1%	?	-68%	6%	5%	-6%	15%
CC(OC(=O)c1cc2sccc2n1C)C(=O)NCC1CCCO1 (stereo not given)	0%	/	-10%	-0.1%	5	-36%	6%	4%	-3%	-4%
Nc1nc(SCC(=O)NN(c2ccccc2)c2ccccc2)n[nH]1	-33%	7%[46.1 µM]	-5%	-1.4%	-4	8%	-8%	-5%	-3%	1%
O=C(COC(=O)/C=C/c1ccccc1)NCCNC(=O)COC(=O)/C=C/c1ccccc1	16%	0%	3%	0.1%	-2	-11%	7%	5%	-18%	/
CC(NC(=O)Cc1ccc(F)cc1)c1ccccc1 (stereo not given)	22%	0%	19%	-1.8%	8	1%	1%	-5%	-3%	5%

# Compounds as they come. Share with any hit: about 3.8%.
